PGK inhibitor – inhibitors of T. brucei phosphoglycerate kinase; PGK/GAPDH coupled, Kinase-Glo luminescence, 60 min; Potency, µM (highest dose often 57.5 µM), for inactives: top-dose activity change, negative = inhibition, actives largely listed as inhibitors; actives 0.043% (n = 380,000); AID 602233; further: potency means the concentration at half of the fitted maximal effect; on the % scale 0 is the no-effect control and ±100 the full control effect; nearly all actives have a fitted effect of over 60% in size
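Luminescent ATP detection (Kinase-Glo Plus) follows a 60-minute room-temperature incubation, with wells lacking PGK as controls. Buffer: 100 mM TEA (pH 7.6), 5 mM MgCl2, 0.01% Tween-20. Coupling enzyme GAPDH (100 nM final) supplies unstable 1,3-BPG in-well.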
HP1b binding inh – HP1-beta chromodomain-methylated histone interaction inhibition | P83916 | Potency, µM (titrated, usually from 114 µM), without a hit: top-dose activity change, negative = inhibition, actives largely listed as inhibitors | AlphaScreen HP1-beta / biotin-H3K9me3 peptide binding | actives 0.56% (n = 390,000); further: potency means the concentration at half of the fitted maximal effect; nearly all actives have a fitted effect of over 70% in size; inactives centre near 23
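Compound inhibition of the preformed complex between 50 nM HP1-beta and 50 nM biotinylated H3K9me3 peptide was read by AlphaScreen. Buffer was PBS pH 7.4 with 0.01% Tween-20. Incubations ran 30 min at room temperature, with 10 ug/mL donor/acceptor beads.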
Pol eta inh – blocks human DNA polymerase eta activity; Q9Y253; recombinant Pol eta, fluorescent DNA replication assay; Potency, µM (titrated, usually from 114 µM), for the others: top-dose activity change, negative = inhibition, actives largely listed as inhibitors; actives 1.2% (n = 390,000); further: potency means the concentration at half of the fitted maximal effect; on the % scale 0 is the no-effect control and ±100 the full control effect
Target sequence (Q9Y253 whole entry, looked up): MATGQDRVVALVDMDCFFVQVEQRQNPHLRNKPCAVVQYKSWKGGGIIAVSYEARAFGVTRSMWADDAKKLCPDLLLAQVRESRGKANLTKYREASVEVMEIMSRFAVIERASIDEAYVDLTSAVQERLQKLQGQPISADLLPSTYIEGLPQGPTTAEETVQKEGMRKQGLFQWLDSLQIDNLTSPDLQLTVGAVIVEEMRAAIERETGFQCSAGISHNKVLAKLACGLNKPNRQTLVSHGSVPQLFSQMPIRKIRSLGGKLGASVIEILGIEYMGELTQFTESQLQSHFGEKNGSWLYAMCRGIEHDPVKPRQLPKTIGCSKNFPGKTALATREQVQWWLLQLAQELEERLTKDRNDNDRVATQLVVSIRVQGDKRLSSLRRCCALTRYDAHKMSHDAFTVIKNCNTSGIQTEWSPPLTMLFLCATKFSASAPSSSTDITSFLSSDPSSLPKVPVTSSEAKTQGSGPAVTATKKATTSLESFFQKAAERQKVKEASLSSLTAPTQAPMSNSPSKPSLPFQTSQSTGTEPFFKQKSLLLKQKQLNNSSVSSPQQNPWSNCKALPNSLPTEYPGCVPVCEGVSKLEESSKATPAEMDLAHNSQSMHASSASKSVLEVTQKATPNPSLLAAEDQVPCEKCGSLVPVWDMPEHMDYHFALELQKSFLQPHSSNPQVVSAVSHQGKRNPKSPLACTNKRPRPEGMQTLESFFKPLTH
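Fluorescent replication assay: 50 nM final substrate added after a 15 min room-temperature compound preincubation with 10 nM enzyme. Signal taken at 0 min and again at 10 min.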
JMJD2A Tudor inh – blocks the human JMJD2A Tudor domain; O75164; AlphaScreen JMJD2A-Tudor / H3K4me3 peptide binding; actives 4.4% (n = 390,000); Potency, µM (series often up to 114 µM), for the others: top-dose activity change, negative = inhibition, actives largely listed as inhibitors; further: potency means the concentration at half of the fitted maximal effect; on the % scale 0 is the no-effect control and ±100 the full control effect; nearly all actives have a fitted effect of over 50% in size
PI4K2A block – PI4K2A (human) kinase inhibition; Q9BTU6; purified PI4K2A, ADP-Glo luminescence, 1 h; hits give low values; activity change, negative = inhibition, % at 76.9 µM; actives 0.13% (n = 420,000); AID 1346378; in the data active means activity change below about -50%; inconclusive means mostly about -30% to -49%;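 further: -100% = wells without enzyme as full effect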
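In this quantitative HTS, ADP production by PI4K2A was quantified luminescently after 1 h at ambient temperature; 100 microM adenosine served as plate-quality control.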
G9a block – G9a (human) methyltransferase inhibition. Q96KQ7. G9a H3K9 monomethylation, AlphaScreen, 2 h. Potency, µM (highest dose often 102 µM), for inactives: at the highest dose activity, negative = inhibition, usual class: inhibitors. actives 8.8% (n = 350,000). AID 504332; further: potency means the concentration at half of the fitted maximal effect; on the % scale 0 is the no-effect control and ±100 the full control effect; nearly all actives have a fitted effect of over 75% in size
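AlphaScreen read-out: biotin-H3K9 peptide (500 nM) methylation by 20 nM enzyme with 20 uM SAM, 2 h at room temperature after 15 min compound preincubation; anti-monomethyl H3K9 antibody plus donor/acceptor beads, 10 min dark.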
GLS inh – glutaminase GLS (human) inhibition; Potency, µM (doses to about 45.5 µM), for the others: at the highest dose activity change, negative = inhibition, most hits filed as inhibitors; GLS enzymatic activity, qHTS titration; actives 0.21% (n = 410,000); further: potency means the concentration at half of the fitted maximal effect; on the % scale 0 is the no-effect control and ±100 the full control effect
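Two-point fluorescence kinetic (t0, 30 min RT) for hKGA; glutamate detected via glutamate oxidase–HRP–Amplex Red. Substrate: 1 mM L-glutamine solution; buffer 45 mM KH2PO4, pH 8.2.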
BAZ2B inh – blocks human BAZ2B | AlphaScreen BAZ2B-H3K14Ac peptide displacement | actives 4.4% (n = 360,000) | Potency, µM (doses to about 114 µM), for the others: at the top dose activity change, negative = inhibition, hits mostly inhibitors; further: potency means the concentration at half of the fitted maximal effect; on the % scale 0 is the no-effect control and ±100 the full control effect; nearly all actives have a fitted effect of over 60% in size
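AlphaScreen displacement of biotin-H3(5-23)K14Ac peptide (50 nM final) from BAZ2B (50 nM final) in PBS pH 7.4, 0.01% Tween-20; complex preformed 30 min RT, then compounds (top 110 uM) 30 min RT, beads 20 min dark.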
Pin1 inh – inhibitors of human Pin1; Q13526; Pin1 FP peptide displacement, HiFluor488, 10 min; Potency, µM (titrated, usually from 115 µM), inactives show at the highest dose activity, negative = inhibition, hits mostly inhibitors; actives 0.009% (n = 390,000); AID 504891; active means well fitted inhibition curve with a large enough effect in the polarisation, with a control signal flat, not every such curve was filed as active; inconclusive means small, poorly fitted or top-dose-only effect, or effect the other way, or a change in a side signal; inactive means no such curve, though single readings can be large or run the other way; the % refers to the polarisation; further: potency means the concentration at half of the fitted maximal effect; on the % scale 0 is the no-effect control and ±100 the full control effect
Target sequence (Q13526 whole entry, looked up): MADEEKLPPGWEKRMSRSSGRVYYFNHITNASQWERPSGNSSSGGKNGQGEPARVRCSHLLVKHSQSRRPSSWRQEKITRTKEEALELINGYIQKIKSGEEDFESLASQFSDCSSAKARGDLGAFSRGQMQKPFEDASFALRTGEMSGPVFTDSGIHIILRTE
Active calls of the source: *; & = joins results of further samples; [ ] = dose if it differs, or a comment. Unless noted, the call rests on the fitted dose curve; in most records, active means well fitted curve in the direction sought with a large enough effect; inconclusive means small, poorly fitted or top-dose-only effect, or another doubt; inactive means no such curve, though single readings can be large; an effect the other way counts as inactive or inconclusive. Not all compounds are listed, so the mix of outcomes need not match the whole.

CCS(=O)(=O)Nc1ccc(C2=NN(C(=O)c3ccco3)C(c3ccco3)C2)cc1 (stereo not given) was read as PGK inhibitor -7%, HP1b binding inh 10%, Pol eta inh -5%, JMJD2A Tudor inh -14%, PI4K2A block 3, G9a block inconclusive, GLS inh 5%, BAZ2B inh -39% and Pin1 inh 0%.
For Cc1nnc(NC(=O)CCN2C(=O)/C(=C\c3ccccc3)SC2=S)s1 the results were PGK inhibitor -3%, HP1b binding inh 52%[activator], Pol eta inh -16%, JMJD2A Tudor inh -4%, PI4K2A block 4, G9a block 79µM*, GLS inh -9%, BAZ2B inh 2% and Pin1 inh -4%.
`Clc1cccc(OCCN2CCN(CCOc3cccc(Cl)c3)CC2)c1` gave PGK inhibitor -3%, HP1b binding inh -6%, Pol eta inh -24%, JMJD2A Tudor inh inconclusive, PI4K2A block -5, G9a block inconclusive, GLS inh 2%, BAZ2B inh inconclusive and Pin1 inh 0%.
Cc1ccc(Cl)cc1NC(=O)Cn1c(SCC(=O)NCc2ccccc2)nc2ccccc21 was read as PGK inhibitor -8%, HP1b binding inh 24%, Pol eta inh -2%, JMJD2A Tudor inh -7%, PI4K2A block -1, G9a block 2%[12.7 µM], GLS inh -1%, BAZ2B inh -17% and Pin1 inh 14%.
Cn1c(-c2sccc2OCc2cccc(C(F)(F)F)c2)n[nH]c1=S was read as PGK inhibitor inactive, HP1b binding inh -4%, Pol eta inh -2%, JMJD2A Tudor inh -12%[11.4 µM], PI4K2A block 3, G9a block 4.5µM*, GLS inh inconclusive, BAZ2B inh -15% and Pin1 inh 0%.
Screening Cc1nc(-c2cccc(NC(=O)Cc3ccccc3)c2)cs1 returned PGK inhibitor -4%, HP1b binding inh 22%, Pol eta inh 3%, JMJD2A Tudor inh -6%, PI4K2A block 4, G9a block 3%, GLS inh 0% and Pin1 inh -9%.
Screening Nn1cnn(Cc2ccccc2)c1=S returned PGK inhibitor -4%, HP1b binding inh -25%, Pol eta inh -11%, JMJD2A Tudor inh -10%, PI4K2A block -7, G9a block inconclusive, GLS inh -2%, BAZ2B inh 12% and Pin1 inh 1%.
Cc1ccc(NC(=O)c2ccc3c(c2)C(=O)N(c2ccccc2C)C3=O)nc1 was read as PGK inhibitor 0%, HP1b binding inh 22%, Pol eta inh -13%, JMJD2A Tudor inh -10%, PI4K2A block -4, G9a block 14%[59 µM], GLS inh 2%, BAZ2B inh 18% and Pin1 inh 0%.
For COc1ccc([C@H]2C[C@H](O)[C@@H](n3cc(C4CC4)nn3)CN2C(=O)C2CCCCC2)cc1 the results were PGK inhibitor 1%, Pol eta inh -20%, PI4K2A block 3 and GLS inh 0%.
`CC(C)C(OC(=O)c1ccco1)C(=O)NC1CCCCC1` (stereo not given) gave PGK inhibitor -5%, HP1b binding inh 29%, Pol eta inh 1%, JMJD2A Tudor inh -4%, PI4K2A block -1, G9a block -2%, GLS inh 34%[activator], BAZ2B inh -5% and Pin1 inh 1%.
Screening Cc1nc2oc3ccccc3c(=O)c2c(=O)n1Cc1ccccc1 returned PGK inhibitor -3%, HP1b binding inh 18%, Pol eta inh -6%, JMJD2A Tudor inh 29%, PI4K2A block -16, G9a block -5%[12.7 µM], GLS inh -1%, BAZ2B inh -33% and Pin1 inh 2%.
For CN(C)c1ccc(C(CNC(=O)c2ccccc2)c2c[nH]c3ccccc23)cc1 (stereo not given) the results were PGK inhibitor -4%, HP1b binding inh 40µM*, Pol eta inh -4%, JMJD2A Tudor inh inconclusive, PI4K2A block -3, G9a block 8.9µM*, GLS inh -8%, BAZ2B inh 14µM* and Pin1 inh 11%.
For COC(=O)c1cccc(C23CC4(C2)[C@H](CN(Cc2ccc(C(F)(F)F)cc2)[C@@H]4c2ccccc2)C3c2ccc(Cl)nc2)c1 (stereo not given in full) the results were PGK inhibitor 3%, HP1b binding inh 24%, Pol eta inh -7%, JMJD2A Tudor inh -23%, PI4K2A block 1, G9a block 16%[12.7 µM], GLS inh 1%, BAZ2B inh 0% and Pin1 inh 30%[activator].
`Cc1ccc(S(=O)(=O)NC(=O)c2cc(C)n(CC(c3ccccc3)N(C)C)c2C)cc1` (stereo not given) gave PGK inhibitor 1%, HP1b binding inh 20%, Pol eta inh -5%, JMJD2A Tudor inh -19%, PI4K2A block -3, G9a block inconclusive, GLS inh 21%, BAZ2B inh -23% and Pin1 inh 5%.
`COC(=O)Cn1cnc2sc3c(c2c1=O)CCCC3` gave PGK inhibitor -10%, HP1b binding inh 14%, Pol eta inh -2%, JMJD2A Tudor inh -16%, PI4K2A block 2, G9a block -5%, GLS inh 5%, BAZ2B inh 0% and Pin1 inh 1%.
Cc1ccccc1NC(=S)N1CCN(c2ccccc2)CC1 was read as PGK inhibitor 10%, HP1b binding inh 26%, Pol eta inh -10%, JMJD2A Tudor inh 0%, PI4K2A block 1, G9a block -9%[0.501 µM], GLS inh -4%, BAZ2B inh 9% and Pin1 inh -8%.
Screening O=C1CCSc2ccc(S(=O)(=O)Nc3ccc(Cl)c(C(F)(F)F)c3)cc2N1 returned PGK inhibitor -10%, HP1b binding inh 29%, Pol eta inh -11%, JMJD2A Tudor inh -2%, PI4K2A block -2, G9a block -7%[59 µM], GLS inh 10%, BAZ2B inh 7%[57.1 µM] and Pin1 inh -11%.
For CSc1ccc(-c2nnn(Cc3ccc(C)cc3)n2)cc1 the results were PGK inhibitor 7%, HP1b binding inh 193%[activator], Pol eta inh -13%, JMJD2A Tudor inh 189%[activator], PI4K2A block 3, G9a block 206%[activator], GLS inh 14%, BAZ2B inh 49%[activator] and Pin1 inh 6%.
COc1ccc(C(=O)O/N=C(\N)Cc2cccs2)cc1OC was read as PGK inhibitor -7%, HP1b binding inh 58%[activator], Pol eta inh -14%, JMJD2A Tudor inh 1%, PI4K2A block 11, G9a block 1%, GLS inh -7%, BAZ2B inh -15% and Pin1 inh 6%.
Cc1cccc(C)c1Nc1c(-c2ccccn2)nc2ccc(Cl)cn12 was read as PGK inhibitor -7%, HP1b binding inh 8%, Pol eta inh -17%, JMJD2A Tudor inh inconclusive, PI4K2A block 0, G9a block 24%[59 µM], GLS inh 12%, BAZ2B inh inconclusive and Pin1 inh 0%.
Screening CN(C)c1ccc(-c2cccc(C3CC=CC4C3C(=O)N(Cc3ccccc3)C4c3ccc(C(F)(F)F)cc3)c2)cc1 (stereo not given) returned PGK inhibitor inactive, HP1b binding inh -9%&3%, Pol eta inh 1%, JMJD2A Tudor inh inconclusive, PI4K2A block -2, G9a block inconclusive, GLS inh 4%, BAZ2B inh -38% and Pin1 inh 42%&55%[activator].
CCc1nnc(NC(=O)CCc2ccccc2OC)s1 was read as PGK inhibitor -5%, HP1b binding inh 24%, Pol eta inh 6%, JMJD2A Tudor inh -1%, PI4K2A block -2, G9a block inconclusive, GLS inh -14%, BAZ2B inh 10% and Pin1 inh 3%.
Screening COc1ccc(C(C(=O)NC(C)(C)C)N(C(=O)CCC(=O)Nc2cc(C)on2)c2cccc(C)c2C)cc1 (stereo not given) returned PGK inhibitor -8%, HP1b binding inh 19%, Pol eta inh 1%, JMJD2A Tudor inh -9%, PI4K2A block 6, G9a block -10%, GLS inh 23%, BAZ2B inh 9% and Pin1 inh -8%.
O=C1[C@H](O)[C@@H](O)C(=O)N1Cc1ccccc1 was read as PGK inhibitor 2%, HP1b binding inh 5%, Pol eta inh 2%, JMJD2A Tudor inh 1%, PI4K2A block 1, G9a block 6%[2.33 µM], GLS inh 10%, BAZ2B inh 11% and Pin1 inh 7%.
Screening CC(NC(=S)Nc1ccc(S(=O)(=O)N2CCOCC2)cc1)C1CC2CCC1C2 (stereo not given) returned PGK inhibitor -2%, HP1b binding inh -11%, Pol eta inh -17%, JMJD2A Tudor inh -14%, PI4K2A block 0, G9a block -6%[59 µM], GLS inh 1%, BAZ2B inh -33% and Pin1 inh -3%.
O=C(Nc1cccnc1)c1ccc(Cl)c([N+](=O)[O-])c1 was read as PGK inhibitor -2%, HP1b binding inh 19%, Pol eta inh -6%, JMJD2A Tudor inh -19%, PI4K2A block 0, G9a block inconclusive, GLS inh -4%, BAZ2B inh -12% and Pin1 inh 3%.

Entries from the list above with a thiophene ring, fused or not, in the order listed:
Cn1c(-c2sccc2OCc2cccc(C(F)(F)F)c2)n[nH]c1=S was read as PGK inhibitor inactive, HP1b binding inh -4%, Pol eta inh -2%, JMJD2A Tudor inh -12%[11.4 µM], PI4K2A block 3, G9a block 4.5µM*, GLS inh inconclusive, BAZ2B inh -15% and Pin1 inh 0%.
`COC(=O)Cn1cnc2sc3c(c2c1=O)CCCC3` gave PGK inhibitor -10%, HP1b binding inh 14%, Pol eta inh -2%, JMJD2A Tudor inh -16%, PI4K2A block 2, G9a block -5%, GLS inh 5%, BAZ2B inh 0% and Pin1 inh 1%.
COc1ccc(C(=O)O/N=C(\N)Cc2cccs2)cc1OC was read as PGK inhibitor -7%, HP1b binding inh 58%[activator], Pol eta inh -14%, JMJD2A Tudor inh 1%, PI4K2A block 11, G9a block 1%, GLS inh -7%, BAZ2B inh -15% and Pin1 inh 6%.

Assay outcomes from PubChem.
